Source: PubChem
bIAP inhibitor: bovine intestinal alkaline phosphatase inhibitors, primary screen, selectivity assay for TNAP inhibitor project, biochemical, bovine IAP, CDP-star luminescence | AID 1019, 2008 | alkaline phosphatase, intestinal [Bos taurus] | purified bovine IAP, 30 min | 190,000 tested, under 10 active | inhibition, % at 20 µM;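 active = over 50% inhibition of intestinal alkaline phosphatase at 20 µM in the single-dose screen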
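Incubation: 30 min reaction at room temperature / Material: purified bovine intestinal alkaline phosphatase (IAP) enzyme / Input: enzyme at 1/65,000,000 dilution / Dosing: 20 µM single dose / Signal: CDP-star luminescence signal / Reagent: CDP-star chemiluminescent phosphatase substrate, 30 µM final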
PPARg SRC3 recr: PPARgamma agonists recruiting SRC-3 coactivator, primary screen, biochemical; Peroxisome proliferator-activated receptor gamma (Homo sapiens), P37231; biochemical PPARgamma/SRC-3 coactivator recruitment assay; activation, % at 8 µM; 0.26% of 200,000 active; in the data active = activation above about 23%;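 note: 0% = DMSO and 100% = reference agonist; some compounds past the cut are filed as inactive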
PPARg SRC2 recr: agonists of PPARg-SRC-2 recruitment, primary screen, biochemical, HTS. PPARgamma LBD-SRC-2 recruitment. Peroxisome proliferator-activated receptor gamma (Homo sapiens), P37231. activation, % at 8 µM. 0.34% of 200,000 active; in the data active = activation above about 22%;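 note: 0% = vehicle and 100% = reference agonist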
TLR4 MyD88 comp: inhibitors of TLR4-MyD88 association in cells, primary screen, cell-based, HeLa CL3-4, BLA complementation, FRET ratio; inhibition, % at 8.4 µM; HeLa CL3-4 TLR4/MyD88 BLA complementation; 0.18% of 200,000 active; Toll-like receptor 4 (Homo sapiens) + Myeloid differentiation primary response protein …; in the data active = inhibition above about 25%;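 note: 0% = vehicle and 100% = reference inhibitor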
bIAP activator: bovine intestinal alkaline phosphatase activators, primary screen, biochemical, bovine IAP, CDP-star luminescence; 0.17% of 200,000 active; purified bovine IAP, 30 min; hits give high values; fold of DMSO-control signal, blank-subtracted; activation factor at 20 µM; AID 1016, 2008;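 active = activation factor of 2 or more at 20 µM, a signal rise over negative controls twice the positive control's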
S1P3 antag: S1P3 receptor antagonists, primary screen, cell-based | Sphingosine 1-phosphate receptor 3 (Homo sapiens), Q99500 | CHO S1P3 NFAT-BLA reporter, FRET fluorescence, antagonist mode | inhibition, % at 4.98 µM | 0.27% of 170,000 active | AID 485, 2006;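 active = inhibition above the plate cutoff, the mean inhibition of test wells on that plate plus 3 SD, cut at about 28% in these data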;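 note: cells challenged with S1P at its EC80 of 0.8 µM; blue over green emission ratio from cleaved BLA substrate after 4 h stimulation; 0% = S1P-stimulated wells and 100% = unstimulated DMSO-only wells; some compounds past the cut are filed as inactive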
Target sequence (Q99500 whole entry, looked up): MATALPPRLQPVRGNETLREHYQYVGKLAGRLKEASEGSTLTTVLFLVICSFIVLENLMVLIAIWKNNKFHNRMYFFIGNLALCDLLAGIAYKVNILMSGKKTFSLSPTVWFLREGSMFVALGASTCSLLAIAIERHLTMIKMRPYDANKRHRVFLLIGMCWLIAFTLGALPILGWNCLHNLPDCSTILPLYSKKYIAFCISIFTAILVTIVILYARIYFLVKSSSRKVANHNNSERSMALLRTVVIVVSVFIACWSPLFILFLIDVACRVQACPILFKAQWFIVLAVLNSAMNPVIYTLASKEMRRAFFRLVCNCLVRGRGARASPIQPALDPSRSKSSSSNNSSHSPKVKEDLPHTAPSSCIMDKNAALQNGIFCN
L major viab: Leishmania major promastigote growth inhibition, primary screen | Leishmania major promastigotes, resazurin fluorescence viability | inhibition, % at 10 µM | 9% of 200,000 active; in the data active = inhibition above about 50%;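 note: promastigotes grown with compound for 44 hours at 28 °C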
ROMK mod: ROMK potassium channel modulators, primary screen, cell-based, thallium flux, MLSMR library; ATP-sensitive inward rectifier potassium channel 1 (Homo sapiens), P48048; Tet-inducible ROMK, thallium flux fluorescence; actives lie on both sides; B-score at 10 µM; 2% of 130,000 active; AID 1918, 2009;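 active = signal ratio slope over the read window, or its plate-corrected B-score, at least 3 SD from the plate mean, either direction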;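 note: B-score of the F/F0 ratio slope over 7 to 12 s after thallium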
Target sequence (P48048 whole entry, looked up): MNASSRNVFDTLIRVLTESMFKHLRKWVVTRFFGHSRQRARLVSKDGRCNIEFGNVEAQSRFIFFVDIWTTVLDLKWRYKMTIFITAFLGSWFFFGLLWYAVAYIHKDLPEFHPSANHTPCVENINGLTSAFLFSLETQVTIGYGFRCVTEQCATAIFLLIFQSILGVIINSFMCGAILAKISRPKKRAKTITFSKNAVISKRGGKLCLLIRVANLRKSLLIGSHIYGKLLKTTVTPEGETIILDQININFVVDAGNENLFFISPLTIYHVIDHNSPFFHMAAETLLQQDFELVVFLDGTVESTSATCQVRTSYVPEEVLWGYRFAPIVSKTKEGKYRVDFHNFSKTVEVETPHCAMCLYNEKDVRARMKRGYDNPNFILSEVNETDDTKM
SRC2 TRFRET art: TR-FRET signal artefacts, primary screen, artefact control for PPARgamma SRC-2 agonist project, biochemical; TR-FRET artefact counter-screen; hits give high values; TR-FRET ratio at 8 µM; 0.4% of 200,000 active; AID 1049, 2008; in the data active = TR-FRET ratio above about 2000; note: inactives centre near 1500
PPARg SRC-1 ag: PPARgamma agonists recruiting SRC-1 coactivator, primary screen, biochemical. AID 631, 2007. 0.41% of 200,000 active. PPARgamma-SRC-1 coactivator recruitment biochemical assay. activation, % at 8 µM. Peroxisome proliferator-activated receptor gamma (Homo sapiens), P37231; in the data active = activation above about 19%;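 note: 0% = DMSO and 100% = reference agonist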
DTT redox prof: compounds producing H2O2 with reducing agent – biochemical, NIH compound library profiling, artefact control for MLSCN library redox annotation, primary screen | DTT-dependent redox cycling H2O2, phenol red/HRP absorbance; 100% = 100 µM peroxide control, 0% = buffer | activation, % at 10 µM | 0.03% of 200,000 active | AID 878, 2007;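 active = activation of at least 50% relative to the plate's high and low controls in the primary single-dose screen; inactive = activation below 50%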;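 note: compound incubated with DTT at 0.8 mM final as the reducing agent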
An asterisk follows results filed as active; x = not tested or not shown; & = joins results of further samples.

SMILES	bIAP inhibitor	PPARg SRC3 recr	PPARg SRC2 recr	TLR4 MyD88 comp	bIAP activator	S1P3 antag	L major viab	ROMK mod	SRC2 TRFRET art	PPARg SRC-1 ag	DTT redox prof
CC(=O)NC(=S)Nc1ccc(NC(=O)COc2ccc(Cl)cc2Cl)cc1	9	1	-2	1	0.9	x	16	-0.0071	1580	8	-7.4
Oc1ccc(NC(=S)Nc2ccccc2)cc1	-9	-4	-5	-13	1.1	-6&7	18	x	1404	-8	0.1
Cc1nc(S/C(=C/c2ccc(-c3ccc(Cl)cc3)o2)C(=O)O)n[nH]1	13	3	4	5	0.9	x	-1	-0.56	1504	1	1.5
COc1ccccc1NC(=O)NCC(=O)Nc1ccc(F)c(F)c1	10	0	-7	15	0.9	3	-3	-0.14	1446	6	0.0
O=C(c1ccccc1-c1nc2ccccc2[nH]1)N1CCOCC1	1	0	5	10	1	-1	-4	x	1587	-3	-2.4
CN(C)CC(=O)Nc1ccc(Oc2ccc(Cl)cc2)cc1	0	1	0	-9	1	-7	1	0.99	1388	1	0.0
Cc1nn(C)c(Oc2ccccc2)c1CCNS(=O)(=O)c1ccc(Cl)cc1	-2	22	0	-7	1	x	9	x	1523	2	-0.7
CCOn1c(=O)c(-c2cccc3ccccc23)[n+]([O-])c2ccccc21	2	3	3	1	1	3	5	1	1657	-4	0.3
COc1cc2c3nnc(-c4ccc(F)cc4)c-3cn(Cc3cccc(C)c3)c2cc1OC	16	16	7	44*	0.8	x	12	x	1671	14	1.4
CNc1nc(Sc2cccc(C(F)(F)F)c2)cc(C(F)(F)F)n1	15	4	-3	-1	0.9	x	1	x	1411	-1	2.8
Cc1nc2cccc(C(=O)NCc3ccccc3)c2o1	12	0	-14	10	0.9	-9	11	0.8	1727	6	0.1
CCOc1ccc(OC(=O)C(CCS(C)(=O)=O)N2C(=O)c3ccccc3C2=O)cc1 (stereo not drawn)	5	0	15	-5	0.9	x	72*	0.11	1765	2	0.0
C=CCn1c(SCC(=O)NCc2ccco2)nc2sc3c(c2c1=O)CCC3	1	-4	-1	5	1	6	-3	x	1569	6	3.1
Cc1cccc(N(C(=O)c2csnn2)C(C(=O)NC(C)(C)C)c2cccnc2)c1 (stereo not drawn)	-20	-1	-2	-1	1.2	3	-2	2.2*	1475	2	0.1
COc1ccc(N(CC(=O)NCc2ccco2)S(=O)(=O)c2ccc(C)cc2)cc1	-15	-2	-7	1	1.2	-4	32	-0.21	1680	-1	0.5
C/C(=N\NC(=O)c1ccc(CSc2cccc3cccnc23)cc1)C1CCCCC1	7	-3	14	7	0.9	5	-7	-0.37	1583	-3	0.1
CC(=O)NS(=O)(=O)c1ccc(N2C(=O)c3ccccc3C2=O)cc1	4	3	8	14	1	-28	-4	0.12	1737	-2	-1.7
CC(=O)Nc1ccc(N2CCCCC2)cc1	6	-3	-1	-14	0.9	x	-3	x	1534	0	2.2
CCCCc1[nH]nc2c1C1(C(=O)N(CC)c3ccccc31)C(C#N)=C(N)O2 (stereo not drawn)	-12	-11	6	3	1.1	-7	-5	0.21	1496	9	4.2
CCOc1ccccc1N(CC(=O)O)S(=O)(=O)c1ccc(C)cc1	2	1	13	18	1	-23	-11	-1	1563	2	0.7
Cc1ccc(-c2nnc(SCC(=O)N3CCCc4ccccc43)n2N)cc1	0	1	2	-3	1	-5	-4	x	1562	1	15
O=C(COC(=O)c1ccc(F)cc1)NCCc1ccc(F)cc1	-6	-3	-4	16	1.1	-5	0	-0.37	1562	1	-2.1
CC1CCCC(C)N1C(=O)Nc1cccc(Cl)c1 (stereo not drawn)	18	1	-3	-2	0.8	13	-2	x	1265	1	2.3
COc1ccc(S(=O)(=O)N(C)C)cc1NCC(=O)Nc1ccc(Br)cc1F	0	3	0	-15	1	0	57*	-0.23	1528	0	0.1
CCOc1ccc(NC(=O)c2cccnc2Cl)c([N+](=O)[O-])c1	17	5	10	-7	0.8	-21	-7	-0.043	1558	5	-0.1
Cc1ccc(C(c2nnnn2CC2CCCO2)N2CCN(C)CC2)cc1 (stereo not drawn)	9	-3	4	9	0.9	-22	-4	-0.56	1524	12	0.9
CCOC(=O)c1sc(NC(=O)c2sccc2C)cc1C	14	-7	3	13	0.9	x	69*	x	1439	5	0.1
COc1ccc(C2C=C(c3ccc(Br)s3)Nc3ncnn32)cc1OC (stereo not drawn)	11	10	6	18	0.9	15	-6	x	1638	11	-0.4
COCC(C)NC(=S)NC(=O)c1cc(S(=O)(=O)N2CCOCC2)ccc1C (stereo not drawn)	-7	-2	4	10	1.1	-12	-1	0.83	1532	-1	-0.5
CC(C)=CCN1CCN(Cc2cccn2-c2nccs2)CC1CCO (stereo not drawn)	3	5	-1	14	1	-14	-6	x	1513	-8	-0.6
Cc1nn2c3ccccc3n(C)c2nc1=O	5	-2	3	-12	0.9	x	-1	x	1438	8	0.7
Cn1c(SCC(=O)N2c3ccccc3Sc3ccc(Cl)cc32)nnc1-c1ccco1	-6	0	-6	7	1.1	15	29	x	1750	3	0.5
Cc1ccc2c(c1)N(Cc1ccc3c(c1)OCO3)C(=O)C(C)O2 (stereo not drawn)	16	-5	-3	-10	0.8	-13	2	-0.62	1495	0	-0.1
CCc1ccccc1NC(=O)C1CCN(C(=O)c2ccc([N+](=O)[O-])cc2)CC1	-1	3	3	-4	1	-4	2	-0.69	1580	3	0.0
COC(=O)c1ccccc1NC(=O)COC(=O)/C=C/c1ccco1	-1	7	1	-14	1	-15	-6	0.57	1758	3	-0.8
Cc1[nH]c2ccccc2c1C(=O)CSc1ccc(F)cc1	6	-2	7	9	0.9	-19	-9	0.4	1622	-4	-0.2
CC(C)Cc1cc(CN2CCCC(CO)(Cc3cccc(Cl)c3)C2)[nH]n1 (stereo not drawn)	-11	-1	-5	-4	1.1	-16	68*	0.8	1697	10	-0.8
COC(=O)c1sc(NC(=O)c2c(OC)cccc2OC)c(C#N)c1C	-7	2	5	3	1.1	7	15	-1.2	1757	8	-0.8
CCOC(=O)CC(=O)CSc1nnc2sc3ccccc3n12	3	6	1	-9	1	x	0	0.21	1643	12	-3.0
S=C(NCCN1CCOCC1)Nc1ccc(-c2nc3ccccc3[nH]2)cc1	0	2	-1	-4	1	-14	5	-0.61	1458	9	0.2
Cc1ccccc1-c1n[nH]c(=S)o1	-1	79*	67*	-16	1	-31	-8	x	3075*	46*	0.2
Brc1ccc(-c2ccc(/C=N/Nc3nc(N4CCOCC4)nc(N4CCOCC4)n3)o2)cc1	-1	5	6	-21	1	-22	4	0.11	1540	8	-0.9
CCOc1ccc(NS(=O)(=O)CC23CCC(CC2=O)C3(C)C)cc1 (stereo not drawn)	16	8	6	-6	0.8	x	-2	0.081	1626	2	0.0
FC(F)(F)c1cc(-c2ccco2)nc(N2CCN(c3ccccc3)CC2)n1	19	3	-1	-7	0.8	x	0	x	1534	-1	0.8
CC(=O)c1c(C(=O)O)[nH]c(C(=O)O)c1C	-1	3	8	8	1	-6	-4	-0.8	1708	1	-0.1
CCCN1CNC(=S)N(Cc2ccccc2)C1	32	4	3	-15	0.7	-6	-2	0.032	1671	7	-0.3
COc1ccccc1-n1cnc2cc(C(=O)NCCCN3CCOCC3)ccc21	-2	-3	-1	-3	1	-38	1	0.15	1349	-4	0.8
CCn1cc(C(=O)C(F)(F)F)c2ccccc21	9	11	8	-5	0.9	x	-4	x	1471	3	-0.6
Cc1ccc2c(CC(=O)O)coc2c1	5	-16	6	-12	0.9	-19	-7	x	1662	6	2.6
CCC1(C)N(O)C(C)(C)C(c2ccc(OC)cc2)=[N+]1[O-] (stereo not drawn)	-1	8	10	-2	1	2	-1	0.65	1438	8	0.9

Further records
SMILES	bIAP inhibitor	PPARg SRC3 recr	PPARg SRC2 recr	TLR4 MyD88 comp	bIAP activator	S1P3 antag	L major viab	ROMK mod	SRC2 TRFRET art	PPARg SRC-1 ag	DTT redox prof
COCCCNC(=O)CNC(=S)N(Cc1ccccc1)Cc1cccnc1	-24	5	-8	4	1.2	23	-4	0.49	1452	-2	0.2
CCN(CC(=O)Nc1ccccc1OC)CC(=O)Nc1ccccc1C(F)(F)F	-40	3	-3	5	1.4	-6	4	-0.38	1653	8	-0.2
COc1ccc(-c2noc(-c3ccoc3C)n2)cc1	0	4	11	-1	1	-13	-6	0.48	1688	4	-0.2
O=C(CCNc1cc(Cl)cc(Cl)c1)c1ccco1	32	-3	8	-1	0.7	4	10	x	1497	-1	4.3
COc1ccc(N2C(=O)C3CCCN3C2=O)cc1 (stereo not drawn)	8	-7	-1	6	0.9	x	-5	-1	1482	4	0.0
C=CCn1c(Cc2nc3ccc(Cl)cc3[nH]2)n[nH]c1=S	-59	3	-7	1	1.6	-16	-9	0.46	1353	-3	1.2
CC(=O)Nc1nc(C)c(-c2csc(Nc3ccc(O)cc3)n2)s1	4	14	20	7	1	10	63*	x	1634	7	2.0
O=S(=O)(NCC1NCCc2ccccc21)c1ccccc1 (stereo not drawn)	5	0	4	5	1	-1	-3	-0.31	1566	5	5.0
N#CCC(=O)Nc1ccc(C(=O)NCC(c2ccco2)N2CCCCC2)cc1 (stereo not drawn)	1	1	-1	-3	1	-10	-1	0.79	1465	-1	0.1
CCOc1ccc(S(=O)(=O)Nc2cc(Cl)ccc2O)cc1	-9	1	6	-5	1.1	-20	-6	x	1474	-3	-0.1
CSc1nc(-c2ccco2)nn1C(=O)Cc1ccccc1	2	14	3	-2	1	-15	-6	x	1460	6	-2.0
S=c1[nH]nc(/C=C/c2ccccc2)o1	-9	3	6	5	1.1	-10	-12	-0.72	1705	10	-1.1
CCOC(=O)c1c(NC(=O)COC(=O)c2cc(OC)c(OC)cc2[N+](=O)[O-])sc(C)c1C	-1	0	-2	12	1	-8	8	-0.44	1595	4	0.5
COc1ccc(N2CCN(C(=O)CC(NC(N)=O)c3cccc(Oc4ccccc4)c3)CC2)cc1 (stereo not drawn)	-1	-1	-4	-7	1	14	100*	0.16	1516	12	-0.8

Some of these compounds in order of SMILES length, smallest number first:
SMILES	bIAP inhibitor	PPARg SRC3 recr	PPARg SRC2 recr	TLR4 MyD88 comp	bIAP activator	S1P3 antag	L major viab	ROMK mod	SRC2 TRFRET art	PPARg SRC-1 ag	DTT redox prof
COc1ccc(C2C=C(c3ccc(Br)s3)Nc3ncnn32)cc1OC (stereo not drawn)	11	10	6	18	0.9	15	-6	x	1638	11	-0.4
Cc1ccc(-c2nnc(SCC(=O)N3CCCc4ccccc43)n2N)cc1	0	1	2	-3	1	-5	-4	x	1562	1	15
CC(=O)NS(=O)(=O)c1ccc(N2C(=O)c3ccccc3C2=O)cc1	4	3	8	14	1	-28	-4	0.12	1737	-2	-1.7
